# High-throughput results deposited in PubChem by several laboratories.
# GalR3 antagonist = GalR3 antagonists in HEK293 cells, primary screen, cell-based, fluorescence readout | Galanin receptor type 3 (Homo sapiens), O60755 | AID 651719, 2012 | inhibition, % at 3 µM | HEK293 GalR3-CNG cAMP membrane potential fluorescence; galR3 body fused to GalR1 C-terminus | 360,000 tested, 0.44% active;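 active = inhibition above the screen-wide average plus 3 SD, cut at about 13% in these data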;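 note: forskolin and galanin both at EC90 stimulate the cells; cAMP rise reported by CNG channel membrane potential dye signal; 0% = forskolin plus galanin with DMSO and 100% = forskolin alone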
# Target sequence (O60755 1-299 limits assumed): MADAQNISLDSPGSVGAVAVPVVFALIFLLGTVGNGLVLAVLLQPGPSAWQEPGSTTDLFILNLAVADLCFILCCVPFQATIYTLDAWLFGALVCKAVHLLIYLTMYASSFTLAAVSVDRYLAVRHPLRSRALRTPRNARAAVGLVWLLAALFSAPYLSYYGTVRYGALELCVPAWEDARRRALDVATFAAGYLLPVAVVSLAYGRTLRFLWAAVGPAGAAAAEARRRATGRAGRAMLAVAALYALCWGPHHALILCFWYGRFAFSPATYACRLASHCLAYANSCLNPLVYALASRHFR
# MEKK2mut PB1 HTS = MEK5 binding signal on mutant MEKK2 PB1, primary screen, biochemical, multiplex bead flow cytometry, Alexa488-MEK5 | Alexa488-MEK5 binding to MEKK2 mutant | percent response, % at 10 µM | 290,000 tested, 0.35% active; in the data active = percent response above about 24%, passing the limit was not always enough; note: inactives centre near 1; some results filed as inactive read as strong as hits; reference of the scale not given here
# OXTR ag = human OXTR agonists, primary screen, fluorescence, CHO-OTR cells, Fluo-8 calcium; activation, % at 3 µM; Fluo-8 calcium fluorescence; normalized: DMSO 0%, oxytocin 100%; 320,000 tested, 0.32% active; Oxytocin receptor (Homo sapiens), P30559;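 active = activation above the mean of all tested compounds plus 3 SD, cutoff set per screening run, cut at about 20% in these data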;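 note: peak over basal fluorescence ratio from a 100 s FLIPR kinetic read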
# GPR7 antagonist = GPR7 receptor antagonists, primary screen, cell-based, fluorescence, single concentration; inhibition, % at 4.4 µM; GPR7-expressing cells, fluorescence antagonist assay; Neuropeptides B/W receptor type 1 (Homo sapiens), P48145; 290,000 tested, 1.1% active; in the data active = inhibition above about 16%, passing the limit was not always enough;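 note: cells stimulated with the agonist NPW; 0% = agonist with vehicle and 100% = vehicle without agonist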
# Target sequence (P48145 whole entry, looked up): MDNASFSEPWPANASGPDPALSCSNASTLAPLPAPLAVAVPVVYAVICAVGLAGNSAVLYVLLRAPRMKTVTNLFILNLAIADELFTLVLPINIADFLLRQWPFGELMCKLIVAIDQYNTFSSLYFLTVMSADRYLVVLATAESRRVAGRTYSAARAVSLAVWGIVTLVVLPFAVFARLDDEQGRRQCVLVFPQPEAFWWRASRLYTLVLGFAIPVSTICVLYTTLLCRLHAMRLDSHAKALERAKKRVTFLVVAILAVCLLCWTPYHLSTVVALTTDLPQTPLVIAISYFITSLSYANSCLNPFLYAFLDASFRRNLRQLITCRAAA
# NALP1 inh = NALP1 inflammasome inhibitors in reconstituted yeast, colorimetric, S. cerevisiae, triplicate retest. S. cerevisiae NALP1/ASC/caspase-1 growth, X-gal OD620, 72 h. inhibition, % at 10 µM. 280,000 tested, 0.61% active; in the data active = inhibition mostly above about 24%, no sharp cut-off; inactive = mostly below about 32%; note: some compounds called inactive have numbers as strong as hits
# PHOSPHO1 block = PubChem AID 1565. 290,000 tested, 1.1% active. recombinant PHOSPHO1, absorbance phosphatase assay. inhibition, % at 13.3 µM. Phosphoethanolamine/phosphocholine phosphatase (Homo sapiens), Q8TCT1; in the data active = inhibition above about 60%
# Target sequence (Q8TCT1 whole entry, looked up): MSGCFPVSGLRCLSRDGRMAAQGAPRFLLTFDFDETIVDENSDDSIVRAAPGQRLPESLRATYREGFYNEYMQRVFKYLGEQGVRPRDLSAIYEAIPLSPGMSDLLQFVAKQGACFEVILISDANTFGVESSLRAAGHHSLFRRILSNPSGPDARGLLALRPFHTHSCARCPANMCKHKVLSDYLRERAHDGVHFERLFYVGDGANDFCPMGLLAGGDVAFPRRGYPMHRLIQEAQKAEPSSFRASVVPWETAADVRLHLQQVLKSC
# V1R ag counter = agonists of human V1a receptor, primary screen, counter-screen for OXTR agonist project, fluorescence, CHO-V1R cells | Vasopressin V1a receptor (Homo sapiens), P37288 | Fluo-8 calcium fluorescence, agonist mode; 0% DMSO, 100% 3 nM vasopressin | activation, % at 3 µM | 320,000 tested, 0.25% active | AID 2797, 2010;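 active = activation above the mean activation of all tested compounds plus 3 SD, per screening run, cut at about 20% in these data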;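 note: signal is peak over basal fluorescence ratio across a 100 second FLIPR read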
# MEKK2 WT-MEK5 = modulators of MEK5 binding to wildtype MEKK2, primary screen, biochemical, multiplex bead flow cytometry, Alexa488-MEK5 | Mitogen-activated protein kinase kinase kinase 2 (Homo sapiens), Q9Y2U5 | Alexa488-MEK5 binding to MEKK2 WT; actives lie on both sides | binding response (% of control), % at 10 µM | 290,000 tested, 1.1% active; in the data active = binding response below about 67% or above about 130%
# MEKK3 PB1 HTS = modulators of MEKK3-MEK5 PB1 binding, primary screen, biochemical, wildtype MEKK3, multiplex bead flow cytometry, Alexa488-MEK5; 290,000 tested, 1.4% active; Mitogen-activated protein kinase kinase kinase 3 (Homo sapiens), Q99759; binding response (% of control), % at 10 µM; bead-based flow cytometry, Alexa488-MEK5 binding to MEKK3; actives lie on both sides; 0 = blocked by unlabeled MEK5, 100 = vehicle;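 active = binding response more than 3 SD above or below the average of its plate-row segment, actives on both sides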;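 note: Alexa488 bead fluorescence after subtracting the streptavidin-only scavenger bead signal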
# * = called active by the depositor; x = not tested or not shown; [ ] = dose if it differs, or a comment.
SMILES,GalR3 antagonist,MEKK2mut PB1 HTS,OXTR ag,GPR7 antagonist,NALP1 inh,PHOSPHO1 block,V1R ag counter,MEKK2 WT-MEK5,MEKK3 PB1 HTS
Cc1ccc(OCC(=O)N/N=C\c2ccco2)c(C)c1,-1,2,0.1,-11,2,61*,-0.5,100,105
O=C(Cc1cccs1)N(Cc1cccs1)C1(C(=O)NC2CCCC2)CCCCC1,-8,-1,24*,47*,23,19,28*,97,103
CCOc1ccc2oc(C(=O)N3CCN(Cc4ccccc4)CC3)c(C)c2c1,-4,-5,-2.0,-8,28,32,-0.8,101,101
CSc1nc2ccc(NC(=O)c3ccccn3)cc2s1,-8,10,-0.2,-15,10,24,0.3,110,106
Cc1n[nH]c(C)c1Sc1ccccc1N=Cc1cc(Cl)cc([N+](=O)[O-])c1O,x,-4,2.4,-8,-11,7,1.9,86,90
COc1c[nH]n(C2CCCCC2)c(=O)c1=O,-6,1,-0.1,-8,18,13,-0.1,98,98
Oc1ccc(/C=N/N(Cc2ccccc2)c2ccccc2)cc1,3,0,1.1,-4,-8,-2,0.8,102,106
O=C(N/C(=C\c1ccco1)C(=O)N1CCCC1)c1ccccc1,-8,-1,0.8,-9,6,32,0.5,105,102
COCCn1c(-c2ccc(OC)cc2)nc2oc3cc(OC)ccc3c(=O)c2c1=O,-1,-1,-0.2,-9,5,24,-0.6,98,98
COc1ccc(CC(=O)NC(CC(=O)O)c2cccc([N+](=O)[O-])c2)cc1 (configuration not stated),-8,-2,1.3,-8,6,2,-0.7,100,108
COc1cc(/C=C2\SC(=S)N(NS(=O)(=O)c3ccc(C)cc3)C2=O)cc(OC)c1OC,3,4,-2.4,-8,18,-8,-0.9,102,102
COc1ccc(C(=O)ON=C2c3ccccc3-c3ccccc32)cc1OC,-3,-1,-0.3,-11,21,11,0.4,100,99
Cc1ccn(C(=O)c2ccc(NC(=O)C3CC3)cc2)n1,-4,2,-0.9,-6,-3,49,0.0,99,107
COc1cc(NC(=S)N2CCCC(C)C2)cc(OC)c1OC (configuration not stated),-3,3,0.2,7,0,17,1.1,110,106
O=c1oc2cc(Oc3ccc(C(F)(F)F)cc3[N+](=O)[O-])ccc2c2c1CCC2,-4,0,-1.3,-4,10,4,-0.2,103,119
CC1(C)CC(=O)C2=C(C1)N(Cc1ccco1)C(=O)C2(NC(=O)c1cccnc1)C(F)(F)F (configuration not stated),-5,-15,0.4,-5,12,16,-0.3,66,56*[inhibitor]
CCOC(=O)C1CCN(C(=O)CNC(=O)c2nn(-c3ccc(OC)cc3OC)c(=O)c3ccccc23)CC1,-9,-3,-0.5,-14,-4,40,0.1,98,103
Cc1occc(=O)c1O,3,3,0.7,-11,12,48,-0.2,98,99
COC(=O)Cn1c(=NC(=O)c2ccc(Cl)s2)sc2cc(C)ccc21,-2,0,13,-2,30,9,0.4,104,108
Cc1ccccc1OCc1nc(C#N)c(N2CCCC2)o1,0,-9,-1.0,2,2,27,-0.4,95,98
COc1cc(/C=C/C(=O)Nc2nc3ccc(S(=O)(=O)N(C)C)cc3s2)cc(OC)c1OC,1,0,0.9,-5,34,-32,5.3,100,120
Cn1c(N)c(C(=O)CSc2nc(N)cc(N)n2)c(=O)n(C)c1=O,-5,-42,0.1,1,8,-121,-0.1,105,110
Cc1ccc(S(=O)(=O)NC(Cc2ccccc2)C(=O)O)cc1C (configuration not stated),-14,6,-1.3,-13,27,15,0.2,106,104
CCOC(=O)Nc1oc2ccccc2c(=O)c1C,-3,-2,1.0,6,5,22,1.2,96,94
O=C(Nc1ccncc1)c1cccc2ccccc12,-4,-15,0.5,-5,16,-8,2.5,91,91
COc1ccc(/C(O)=C2/C(=O)C(=O)N(CCCN3CCOCC3)C2c2ccc(OC)cc2)cc1 (configuration not stated),-5,3,0.7,-3,2,-21,1.6,106,106
CC(=O)OCC(=O)[C@@]1(O)CC[C@H]2[C@@H]3CCC4=CC(=O)C=C[C@]4(C)[C@H]3C(=O)C[C@@]21C,-9,4,1.0,-3,-5,23,0.2,104,99
O=C(N/C(=C/c1ccccc1F)C(=O)N1CCCCC1)c1ccccc1,4,-4,0.6,-1,19,26,1.5,97,96
O=C(O)C1CCCCC1C(=O)Nc1cccc(Cl)c1Cl (configuration not stated),4,-2,-0.3,-5,7,46,0.1,99,98
CCOc1ccc(NC(=O)C(C)SC(N)=O)cc1 (configuration not stated),-7,-11,-1.6,2,6,-2,-0.7,88,90
COCCCNC(=O)CN1C(=O)COc2ccc(S(=O)(=O)N3CCOCC3)cc21,-6,2,0.9,-15,-9,30,-0.2,100,101
Cc1ccc(/C=[N+](/C)[O-])cc1,-4,-3,1.1,4,10,45,1.3,96,101
CC1Cc2ccccc2N1C(=O)c1ccc2c(c1)nnn2C (configuration not stated),-5,3,0.0,6,15,-11,1.3,107,104
CN1CCN(S(=O)(=O)c2ccc(Cl)s2)CC1,4,-3,-0.5,-8,8,-6,1.7,101,100
CC(=O)OC(C(=O)NC1CCCCC1)c1ccc(C#N)cc1 (configuration not stated),-3,3,0.2,3,-24,12,-0.3,105,100
CCOC(=O)c1ccc(Nc2cc(C)nc3nc(C)nn23)cc1,4,-4,-1.7,-4,30,-1,-0.5,96,101
O=C(CN1C(=O)S/C(=C\c2ccccc2)C1=O)NC1CCS(=O)(=O)C1 (configuration not stated),-4,3,0.7,-4,4,-4,0.4,101,102
Cc1cc(Br)ccc1OCC(=O)N(Cc1nc(-c2ccccc2)no1)C(C)C,-2,3,0.9,-6,x,-18,0.9,97,100
Cn1cccc1C(=O)OCC(=O)Nc1ccc2c(c1)CCC2,1,1,-1.2,15,-2,-10,0.2,108,106
COC(=O)CN(C#N)c1nc(N(C)C)nc(N(C)C)n1,-7,-8,-2.7,6,-8,-3,-0.3,92,99
O=C(O)c1cc2c(o1)CCC/C2=N\O,-6,4,0.7,-8,7,22,1.0,103,96
COc1cc2c(cc1NC(=O)Cc1ccc(C)cc1)oc1ccccc12,-3,-2,-0.5,-2,21,-12,0.3,96,96
O=C(/C=C/c1ccco1)Nc1ccccc1C(=O)O,-4,7,0.1,-11,-3,-14,0.9,98,82
COc1ccc(C)cc1S(=O)(=O)Nc1cccc(-c2ccc(N3CCCCCC3)nn2)c1,-1,0,-0.2,-24,10,-88,-0.4,99,106
COc1ccc(-c2cc(C)no2)cc1S(=O)(=O)N(C)c1cccc(C)c1,0,-5,-1.8,4,22,48,-0.2,98,99
CNc1ccc(/C=C/C(=O)c2ccc(C)cc2)cc1[N+](=O)[O-],-3,7,-2.4,5,25,-4,-0.5,111,105
O=C(CSc1ccc(-c2cccs2)nn1)N1CCCCC1,-9,12,-1.1,1,24,-6,-0.3,89,101
Cc1nc(SCC(=O)NCc2ccccc2)c2oc3ccccc3c2n1,-2,0,-0.2,8,5,0,-0.8,98,104
O=C(O)C1CCN(C(=O)CSc2nc3ccccc3c(=O)n2Cc2ccccc2)CC1,-1,6,-0.2,-8,8,37,-0.8,109,106
O=C(O)c1ccc(-c2nc(-c3ccccc3)cs2)cc1,-1,-1,0.8,-1,1,-38,1.6,110,125
O=C(CSc1nc2ncc(Br)cc2[nH]1)Nc1ccc2c(c1)OCO2,0,-3,-0.1,-20,-1,19,2.5,97,94
O=C(NCC(=O)c1ccccc1)OCc1ccc([N+](=O)[O-])cc1,-3,5,1.7,0,3,25,2.5,100,103
O=C(N/N=C/c1cccc2cccnc12)[C@H]1C[C@@H]1c1ccccc1,-4,0,-1.5,-10,-9,24,-1.6,97,100
Fc1ccccc1NC(=S)N1CCOCC1,-6,16,0.5,-17,21,x,1.1,110,111
O=C(CSc1nc(-c2ccccc2)c(-c2ccccc2)[nH]1)NCCN1C(=O)CSC1=O,-4,6,-1.9,9,-11,53,0.3,99,100
COc1ccc(/C=C/C(=O)Oc2ccc(/C=N/NC(=O)COc3c(C)cccc3C)cc2)cc1,-3,6,1.6,-3,30,14,-1.0,99,108
COC(CNC(=O)C(=O)Nc1cc2c3c(c1)CC(=O)N3CCC2)OC,-6,1,-1.1,-5,9,19,0.1,100,102
Cc1oc(-c2cccc3ccccc23)nc1CN1CCC[C@H]1CO,-6,-9,-1.8,13,9,37,-1.2,98,102
Cc1ccccc1NC(=O)c1ccc2c(c1)C(=O)N(CCC(C)C)C2=O,1,7,-0.2,-16,-7,16,1.0,100,107
NC(=O)/C(=C\c1cccnc1)NC(=O)c1ccccc1,-8,4,0.5,-25,-2,34,-0.7,100,103
# (further entries)
SMILES,GalR3 antagonist,MEKK2mut PB1 HTS,OXTR ag,GPR7 antagonist,NALP1 inh,PHOSPHO1 block,V1R ag counter,MEKK2 WT-MEK5,MEKK3 PB1 HTS
Fc1cc2ncn(Cc3ccccc3)c2cc1F,x,-2,-1.6,-7,1,9,0.6,95,99
COc1ccc2nc(SCC(=O)NC(C)(C)C)[nH]c2c1,-6,7,0.8,-13,1,-8,0.4,108,107
Cc1ccc(S(=O)(=O)N2CCC(C(=O)NCCN3CCCCCC3)CC2)cc1,-5,34*,0.8,-2,25,-6,-1.0,170*,96
Cc1cc(N2CCN(S(=O)(=O)c3ccc(Br)cc3)CC2)n2ncnc2n1,-5,-6,2.3,-3,-8,-12,4.7,96,104
O=C(CN(C(=O)c1csnn1)c1ccccc1)NCc1ccc2c(c1)OCO2,-8,0,1.5,-1,3,32,0.8,108,107
O=C(NCC1CCCO1)C1CCN(C(=O)c2ccc(Br)cc2)CC1 (configuration not stated),-4,2,0.3,-2,33,-30,0.5,100,99
CN(C)c1cc2c(cc1NC(=O)c1ccccc1Cl)n(C)c(=O)n2C,-4,6,-2.5,-19,4,x,-1.1,99,98
OCCNC(=S)Nc1ccc2nsnc2c1,3,-5,0.3,-21,-16,48,1.1,99,103
COc1ccc(C(=O)C=CNNC(=O)c2ccc(Cl)cc2)cc1,-4,11,-0.7,-18,3,-8,-0.1,103,104
COc1cc(SC)ccc1C(=O)N(C)Cc1ccccc1,-1,8,-2.1,1,0,41,-0.5,109,103
Cc1ccc(NC(=O)Nc2sc(=S)n(C)c2C)cc1,x,x,0.8,-4,0,17,1.9,x,x

# Record cards (already shown). Order of screens: GalR3 antagonist, MEKK2mut PB1 HTS, OXTR ag, GPR7 antagonist, NALP1 inh, PHOSPHO1 block, V1R ag counter, MEKK2 WT-MEK5, MEKK3 PB1 HTS
# OCCNC(=S)Nc1ccc2nsnc2c1 in the list: 3, -5, 0.3, -21, -16, 48, 1.1, 99, 103
# Fc1cc2ncn(Cc3ccccc3)c2cc1F in the list: x, -2, -1.6, -7, 1, 9, 0.6, 95, 99
# O=C(NCC1CCCO1)C1CCN(C(=O)c2ccc(Br)cc2)CC1 (configuration not stated) in the list: -4, 2, 0.3, -2, 33, -30, 0.5, 100, 99
# COc1ccc(C(=O)C=CNNC(=O)c2ccc(Cl)cc2)cc1 in the list: -4, 11, -0.7, -18, 3, -8, -0.1, 103, 104
